# Source: PubChem BioAssay
# HepG2 tox – kills HepG2 cells in TGF-b inhibitor counter-screen. HepG2 CAGA-GFP viability, ATP luminescence, 18 h. Potency, µM (series often up to 46.1 µM), for inactives: top-dose activity change, negative = cytotoxicity, actives largely listed as cytotoxic. 410,000 compounds, 0.76% hits; further: some results filed as inactive show a strong effect at the top dose
#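 HepG2 CAGA-GFP cells (1000/well, DMEM with 1% FBS) received compound, then TGF-beta at 500 pg/mL final, and were incubated 18 hours at 37 degrees C. Viability was read by CellTiter-Glo luminescence. Media-only wells were set as complete cell-killing and DMSO as no toxicity.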
# ATXN2 expr inh – ATXN2 expression inhibition; HEK-293 ATXN2-luciferase reporter, luminescence, 24 h; Potency, µM (top dose mostly 57 µM), inactives show at the highest dose activity change, negative = inhibition, hits mostly inhibitors; 360,000 compounds, 0.72% hits; AID 1745845; further: on the % scale 0 is the no-effect control and ±100 the full control effect; nearly all actives have a fitted effect of over 55% in size
#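 qHTS (up to 57 uM final) was run with 24 h compound exposure of reporter cells at 37 °C. Each well was multiplexed: SteadyGlo luminescence measured ATXN2-luciferase expression after a fluorogenic Gly-Phe-AFC viability readout (25 uM final).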
# Nrf2 activator – activators of Nrf2 (ARE) signaling. Potency, µM (titrated, usually from 46.1 µM), without a hit: at the highest dose activation, usual class: activators. 410,000 compounds, 0.31% hits. AREc32 ARE-luciferase reporter (MCF7-derived line), luminescence, 24 h; further: % of control where 0% means no effect; nearly all actives have a fitted effect of over 65% in size
#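 Nrf2 activation is followed as ARE-luciferase induction in the AREc32 line after one day of compound treatment; luminescence is read with Steady-Glo.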
# A549 tox – kills or reduces viability of A549 cells in Nrf2 counter-screen. A549 ARE-Fluc cells, CellTiter-Fluor viability, 18-24 h. Potency, µM (top dose mostly 46 µM), for inactives: at the highest dose activity change, negative = cytotoxicity, usual class: inhibitors. 390,000 compounds, 0.16% hits; further: on the % scale 0 is the no-effect control and ±100 the full control effect
#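 A549 ARE-Fluc cells in 5% FBS OPTI-MEM, 5000 cells/well, rested 2 h then exposed to compounds in concentration-response for 18-24 h at 37 °C. Viability by CellTiter-Fluor fluorescence (Ex 405/Em 525) after 30 min; luciferase luminescence (BugLite, 15 min, RT) read afterwards.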
# ATXN viability – viability counter-screen for ATXN expression inhibitors; 400,000 compounds, 0.49% hits; Potency, µM (top dose mostly 56.7 µM), actives largely listed as cytotoxic; S2 cells (HEK-293 line with an ATXN2-luciferase reporter) viability, CellTiter-Fluor protease fluorescence, 24 h; further: nearly all actives have a fitted effect of over 40% in size
# TGFb inhibitor – TGF-b pathway inhibition | HepG2 CAGA-GFP TGF-b/SMAD3 reporter, GFP fluorescence, 18 h; TGF-beta stimulated, 500 pg/mL final | Potency, µM (titrated, usually from 46.1 µM), without a hit: at the highest dose activity, negative = inhibition, actives largely listed as inhibitors | 410,000 compounds, 1.2% hits; further: on the % scale 0 is the no-effect control and ±100 the full control effect; nearly all actives have a fitted effect of over 65% in size
#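 Per well, imaged GFP fluorescence of HEPG2 CAGA-GFP cells gives the signal; cells get compound, then TGF-beta (500 pg/mL final), 18 h at 37 degrees C; %Activity versus -TGF-beta and +DMSO controls.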
# MCF10A rereplic – inducers of DNA re-replication in MCF 10A breast cells; MCF 10A DNA re-replication, Hoechst nuclear intensity, 48 h; Potency, µM (top dose mostly 46.1 µM), inactives show at the top dose activity, positive = re-replication, actives largely listed as activators; 350,000 compounds, 2.9% hits; further: % of control where 0% means no effect; nearly all actives have a fitted effect of over 50% in size
# EPAC2 antag – antagonists of human EPAC2; 360,000 compounds, 0.18% hits; EPAC2 GEF exchange of Rap1B-BODIPY-GDP, fluorescence; Q8WZA2; Potency, µM (highest dose often 114 µM), inactives show at the top dose activity, negative = inhibition, usual class: inhibitors; further: on the % scale 0 is the no-effect control and ±100 the full control effect; nearly all actives have a fitted effect of over 45% in size; many of its hits are not listed in these tables
# Target sequence (Q8WZA2 whole entry, looked up): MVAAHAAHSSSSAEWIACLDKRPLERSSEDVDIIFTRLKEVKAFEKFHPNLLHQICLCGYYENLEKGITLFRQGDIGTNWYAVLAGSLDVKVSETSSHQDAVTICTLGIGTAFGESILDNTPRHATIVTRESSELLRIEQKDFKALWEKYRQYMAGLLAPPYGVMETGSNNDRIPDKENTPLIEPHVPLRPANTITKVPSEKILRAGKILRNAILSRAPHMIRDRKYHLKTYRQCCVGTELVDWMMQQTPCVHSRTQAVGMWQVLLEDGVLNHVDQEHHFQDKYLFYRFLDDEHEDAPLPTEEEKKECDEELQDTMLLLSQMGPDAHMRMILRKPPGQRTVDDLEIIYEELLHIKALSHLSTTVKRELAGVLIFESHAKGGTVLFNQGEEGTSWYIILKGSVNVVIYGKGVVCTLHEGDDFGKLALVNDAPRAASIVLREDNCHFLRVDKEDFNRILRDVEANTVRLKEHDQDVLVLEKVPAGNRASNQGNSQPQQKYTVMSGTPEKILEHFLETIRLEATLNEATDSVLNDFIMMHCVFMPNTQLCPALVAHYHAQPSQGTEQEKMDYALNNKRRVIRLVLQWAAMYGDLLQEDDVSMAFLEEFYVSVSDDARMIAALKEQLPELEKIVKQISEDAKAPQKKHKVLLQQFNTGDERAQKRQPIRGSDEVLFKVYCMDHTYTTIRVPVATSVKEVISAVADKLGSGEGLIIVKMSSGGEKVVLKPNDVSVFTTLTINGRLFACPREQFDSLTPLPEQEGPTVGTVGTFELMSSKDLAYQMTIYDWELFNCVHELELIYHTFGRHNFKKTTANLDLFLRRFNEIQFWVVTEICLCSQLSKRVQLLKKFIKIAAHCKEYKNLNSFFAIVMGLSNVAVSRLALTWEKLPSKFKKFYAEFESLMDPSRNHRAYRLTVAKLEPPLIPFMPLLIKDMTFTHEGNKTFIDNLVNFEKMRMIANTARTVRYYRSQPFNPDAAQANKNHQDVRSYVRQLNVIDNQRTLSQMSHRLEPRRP
# Nrf2 block – Nrf2 pathway inhibition; A549 ARE-Fluc reporter, luciferase luminescence, 18-24 h; 360,000 compounds, 2.1% hits; Potency, µM (highest dose often 46 µM), inactives show at the highest dose activity change, negative = inhibition, most hits filed as inhibitors; further: on the % scale 0 is the no-effect control and ±100 the full control effect; nearly all actives have a fitted effect of over 60% in size
#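 Nrf2 function is reported as luminescence of an ARE-controlled luciferase in A549 cells. Compounds were tested at several concentrations, and a CellTiter-Fluor read on the same wells flagged cytotoxicity.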
# The depositor's hits bear a star; i = inactive; ? = inconclusive; · = not tested or not shown; [ ] = another dose, or the depositor's remark. The call rests on the fitted dose curve; in most records, active means well fitted curve in the direction sought with a large enough effect; inconclusive means small, poorly fitted or top-dose-only effect, or another doubt; inactive means no such curve, though single readings can be large; an effect the other way counts as inactive or inconclusive. Potency means the concentration at half of the fitted maximal effect. These rows are one share of the data (hit frequency here may not be typical).
# Values in the order – HepG2 tox, ATXN2 expr inh, Nrf2 activator, A549 tox, ATXN viability, TGFb inhibitor, MCF10A rereplic, EPAC2 antag, Nrf2 block
1: Cc1nccn1CC(=O)N/N=C/c1cccs1
    2%, -2%, 3.2%, 0%, i, 8%, -4%, -4%, 19%
2: O=C(CSc1n[nH]c(-c2ccccn2)n1)Nc1cccc(Cl)c1
    -17%, 10µM*, 0.1%, -9%, i, ?, 17%, -1%, ?
3: Cc1ccc(-c2cn3nc(-c4ccccc4)c(-c4ccccc4)nc3n2)cc1
    -24%, 5%, 0.4%, 11%, ·, 23%, ?, 213%[activator], ?
4: COc1cccc(/C=C2\SC(=S)N(CCCC(=O)N3CCCC3)C2=O)c1
    -7%, -23%, ?, ?, ?, -13%, ?, 1%, 23%
5: CC1=NNC(=O)C1CCC(=O)N/N=C/c1ccccc1 (stereo not drawn)
    9%, -2%, 0.3%, 6%, i, 31%[activator], -3%, 0%, 19%
6: CCOC(=O)Cc1csc(NC(=O)CSc2nnc(-c3ccncc3)n2Cc2ccco2)n1
    -13%, -14%, 0.2%, -17%, i, -3%, 4%, -4%, ?
7: COCCCn1c(SCC(=O)N2CCCC2=O)nc2ccccc2c1=O
    -7%, ·, -0.8%, ·, i, 1%, ·, 12%, ·
8: CCn1cc(C(=O)NCCc2ccc(OC)cc2)c(=O)c2ccc(C)nc21
    -4%, -27%, 0.4%, 0%, i, -4%, 6%, 11%, 5%
9: CC(C(=O)N(C)C1CCS(=O)(=O)C1)N1C(=O)/C(=C/c2ccco2)SC1=S (stereo not drawn)
    -12%, 27%, 21%, -9%, ?, -22%, ?, 7%, 8%
10: CN(C)/C=N/n1cnc2ccccc2c1=O
    -20%, 2%, -0.5%, 11%, i, -1%, -2%, -13%, 0%
11: O=C(Nc1ccc(S(=O)(=O)N2CCCCC2)cc1)c1ccc(CN2CCOCC2)cc1
    -31%, ?, -0.7%, -4%, ?, ?, ?, -7%, 4.6µM*
12: CCn1c2ccccc2c2cc(NC(=O)COC(=O)c3ccc(NC(=O)CC#N)cc3)ccc21
    -1%, -39%, 0.3%, -8%, i, -16%, 0%, 16%, 8%
13: O=C(CSCCc1ccccn1)Nc1ccccn1
    1%, 1%, -0.1%, 15%, i, -16%, 24%, 96%[activator][57.1 µM], ?
14: O=C(NCc1cccc(Cl)c1)c1cnn2c1NC(c1ccco1)CC2C(F)(F)F (stereo not drawn)
    -2%, -11%, 3.1%, -2%, i, 1%, ?, 1%, ·
15: CC1=C(C)CC2C(=O)N(c3cccc4ccccc34)C(=O)C2C1 (stereo not drawn)
    1%, 4%, -0.7%, -13%, i, -27%, 8%, -16%, -13%
16: Cc1cc(C)c2c(C)nn(C3CCCCC3)c2n1
    -2%, 3%, 0.1%, 2%, i, -24%, -2%, 5%, -8%
17: CN1CCN(C(c2ccc(F)cc2)c2ccc3cccnc3c2O)CC1 (stereo not drawn)
    -15%, ·, -0.5%, 2%, i, -12%, 4%, 1%, -18%
18: COc1cc(OC)c(NS(=O)(=O)c2c(C(=O)N3CCCCC3)c(C)n(C)c2C)cc1Cl
    -11%, ·, -0.3%, -1%, i, -7%, 0%, 3%, 1%
19: COc1ccc(-c2nn(-c3ccccc3)cc2CNC[C@H]2O[C@@H](n3cnc(C(N)=O)n3)[C@H](O)[C@@H]2O)cc1
    -18%, -8%, 1.3%, 9%, i, 7%, ?, 13%, 4%
20: COCCn1c(SCC(=O)NC2CC2)nc2ccccc21
    -6%, ·, 0.2%, -3%, ·, 6%, 17%, 3%, 1%
21: COCCN(Cc1ccccc1)C(=S)Nc1ccc(Cl)cc1
    -11%, ·, -0.5%, 9%, i, -15%, 10%, -27%, -8%
22: Cc1cc(C)n(CCCNC(=O)CN(C)S(=O)(=O)c2ccc(Cl)cc2)n1
    -1%, -10%, 0.2%, 1%, i, -15%, 0%, -6%, -14%
23: COc1ccc(-c2cc(C(=O)NCC3CCCCC3)[nH]n2)c(C)c1
    -20%, 6%, 0.2%[9.22 µM], ·, i, 0%, ·, -10%, ·
24: Cc1cccc(NC(=O)NCc2ccccn2)c1
    -1%, 8%, 0.3%, -3%, i, -1%, -1%, 7%, 10%
25: NC(=O)C1(N2CCCCC2)CCN(C(=S)Nc2cc(F)cc(F)c2)CC1
    2%, -13%, 0.3%, 2%, i, 3%, 5%, -7%, -16%
26: Cc1ccc2c(c1)C(c1ccccc1)N(C(=O)c1ccc(S(=O)(=O)N3CCCCC3)cc1)CC(=O)N2 (stereo not drawn)
    -14%, -3%, 4.3%, 1%, ?, -20%, ·, ·, -21%
27: C/C(=N\Nc1nc2ccccc2[nH]1)c1ccc(Cl)s1
    -16%, ?, ?, -2%, ·, ?, ?, -10%, -8%
28: COc1ccc(-c2cc3ccc(O)cc3oc2=O)cc1OC
    -5%, 36%, 2.4%, ?, ·, 9%, ?, -2%, 24%
29: CCCN1C(=O)c2[nH]nc(-c3ccc(OC)cc3)c2C1c1ccccn1 (stereo not drawn)
    -8%, ·, 7.7%, 0%, ·, 3%, ·, ·, 23%
30: CC(=O)Nc1ccc(S(=O)(=O)NCCC(=O)OCC(=O)c2cccc(Br)c2)cc1
    3%, 9%, 0.1%, -5%, i, -9%, 1%, 14%, 13%
31: CSc1ccc(Cn2c(C)c(C(=O)NCc3ccc4c(c3)OCO4)sc2=O)cc1
    -33%, -11%, 4.9%, ·, i, -11%, ·, 6%, ·
32: CCCCN=C(C)C1=C(O)CSC1=O
    1%, 15%, 0.2%, 6%, i, -19%, -16%, -1%, -10%
33: Nc1nc(SCC(=O)Nc2cccc(Oc3ccccc3)c2)n[nH]1
    -25%, ·, 3.9%, -3%, i, -29%, 28%, 3%, 16µM*
34: O=C(O)C1C2CCCCC2=C2CCCCC2C1C(=O)O (stereo not drawn)
    -11%, -4%, 0.2%, ·, i, 10%, 1%, 3%, -1%
35: Cc1c(C2=CCN(S(=O)(=O)c3ccc(Br)cc3)CC2)c2ccccc2n1C
    -11%, -9%, -0.4%, 1%, i, 0%, ?, -1%, -3%
36: C/C(=N\NC(=O)C(=O)Nc1cc(Cl)ccc1Cl)c1ccncc1
    -6%, -12%, 2.8%, -1%, i, -17%, 16%, -1%, 4%
37: Cc1ccc(SC(C)C(=O)NCc2cccnc2)cc1 (stereo not drawn)
    -2%, 18%, 0.3%, -1%, i, -11%, -7%, 11%, 5%
38: O=C(Nc1cc(S(=O)(=O)N2CCOCC2)ccc1OCC(F)(F)F)C1CCCC1
    -2%, ·, 2.0%, ·, i, -17%, ·, 2%, ·
39: Cc1ccccc1CSc1nnc2[nH]c(=O)cc(-c3ccccc3)n12
    0%, ·, -1.2%, -3%, ·, -6%, ·, ·, ·
40: Cc1cc(C)cc(N(CC(=O)NCc2ccc3c(c2)OCO3)C(=O)CCC(=O)Nc2ccccn2)c1
    -8%, -1%, 0.3%, -2%, i, -2%, 6%, 0%, ·
41: Cc1nn(-c2ccccc2)c(C)c1/C=N/n1c(-c2ccc(C(C)(C)C)cc2)n[nH]c1=S
    -5%, -8%, -0.3%, ?, i, 2%, ?, -18%, ?
42: Cc1cc(C)c(S(=O)(=O)N2CCCOC2CNC(=O)C(=O)NCCCn2ccnc2)c(C)c1 (stereo not drawn)
    -4%, 12%, -0.2%, -2%, i, 5%, -6%, 20%, -1%
43: COc1ccc2ccc(OCC(=O)N3c4ccccc4NC(=O)CC3C)cc2c1 (stereo not drawn)
    -8%, 8%, 3.4%, 0%, i, -1%, -5%, 6%, -8%
44: Cc1ccc(Nc2nc(Oc3ccc(=O)[nH]n3)nc(N(C)C)n2)cc1
    2%, -1%, 2.9%, 1%, i, ?, -1%, 8%, -11%
45: O=C(N/N=C/c1ccccc1OCc1ccccc1Cl)c1cccnc1
    -9%, 41%[activator], 3.8%, -1%, i, -2%, ?, -7%, -7%
46: Cc1nn(CC(=O)NCc2ccc(Cl)cc2)c(=O)c2cc3sccc3n12
    -10%, ·, 0.9%, 3%, ·, -17%, ·, ·, 2%
47: COC(=O)c1ccsc1NS(=O)(=O)c1ccccc1
    0%, -5%, 0.2%, -9%, i, 12%, -3%, -26%, -8%
48: COc1ccccc1CNC(=O)COC(=O)c1ccc(C)c(S(=O)(=O)N2CCOCC2)c1
    1%, -14%, -0.6%, 2%, i, 0%, -23%, 12%, 3%
49: Cc1ccc(NC(=O)CSc2ncc3c(n2)-c2ccccc2N(Cc2cccc(F)c2)S3(=O)=O)cc1F
    -8%, -8%, -0.1%, 0%, i, -11%, ·, ·, -15%
50: Oc1c(N=Nc2nn[nH]n2)ccc2ccccc12
    5.6µM*, -32%, -5.0%, ·, 22µM*, 4.5µM*, ·, ?, ·
51: CN(N=Nc1cccc([N+](=O)[O-])c1)c1cccc([N+](=O)[O-])c1
    -4%, 32%[activator], 9.6%, 0%, i, -16%, 0%, 0%, 16%
52: Cc1ccc(CN2CCCC(C(=O)N3CCCC3)C2)cc1 (stereo not drawn)
    -4%, 3%, 0.2%, 9%, i, 4%, -20%, 2%, 3%
53: Cn1ncc(Cl)c1C(=O)Nc1nc2ccc(Cl)cc2s1
    -30%, 69%[activator], 10%, -4%, i, ?, 7%, 7%, ?
54: COc1ccc(NC(=O)CSc2nc3ccccc3n2CC(=O)N(C)c2ccc(F)cc2)cc1
    -4%, -2%, 4.4%, -1%, i, -1%, ·, ·, ·
55: CN1CCN(S(=O)(=O)c2cccc(C(=O)Oc3ccc(Br)cc3F)c2)CC1
    0%, -2%, -0.7%, 1%, i, -3%, -7%, 3%, -13%
56: Cc1ccc(S(=O)(=O)N2CCCCC2)cc1NC(=O)C1CCCO1 (stereo not drawn)
    -17%, -19%, -0.9%, -2%, i, 0%, -44%[inhibitor], 11%, 1%
57: CCOc1ccc(CCNC(=O)COC(=O)Cc2c[nH]c3ccccc23)cc1OCC
    -32%, 5%, -0.5%, -6%, i, -2%, -1%, 6%, 12%
58: CCN(CC)S(=O)(=O)c1ccc(N2CC(C(=O)NCCC3=CCCCC3)CC2=O)cc1 (stereo not drawn)
    -3%, -4%, 0.1%, -3%, i, -11%, 15%, -7%, ?
59: COC(=O)[C@]1(C)N[C@H](CN(C)C(=O)Nc2ccccc2)[C@@H]2C(=O)N(C)C(=O)[C@@H]21
    -1%, -6%, 1.4%, 3%, i, -4%, ?, 5%, 26%
60: COc1ccc(NC(=O)c2cc(-c3ccc(F)cc3OC)n[nH]2)cc1OC
    -10%, -27%, 3.2%, ·, i, 5%, ·, -6%, ·
